Anesthetic bind – candidate novel general anesthetic via apoferritin binding; P02791; apoferritin/1-aminoanthracene competitive binding, fluorescence; Potency, µM (doses to about 77.5 µM), without a hit: at the top dose activity change, negative = displacement, usual class: inhibitors; 350,000 compounds, 0.074% hits; further: potency means the concentration at half of the fitted maximal effect; on the % scale 0 is the no-effect control and ±100 the full control effect; nearly all actives have a fitted effect of over 20% in size
Target sequence (P02791 2-175 limits assumed): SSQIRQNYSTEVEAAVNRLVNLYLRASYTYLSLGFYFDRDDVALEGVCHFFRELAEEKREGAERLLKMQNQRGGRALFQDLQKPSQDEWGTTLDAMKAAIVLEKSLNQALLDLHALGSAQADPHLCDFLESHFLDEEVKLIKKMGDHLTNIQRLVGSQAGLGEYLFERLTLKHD
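In PBS, apoferritin at 10 uM is loaded with 1-AMA from a 50% saturated solution. After 10 min of compound exposure at ambient temperature, reduced 535 nm fluorescence indicates probe displacement.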
Glioma ERSR ind – inducers of ER stress response in human glioma cells | 420,000 compounds, 0.02% hits | Potency, µM, for the others: at the top dose activation, actives largely listed as activators | U87-MG GRP78 promoter luciferase reporter, 16 h; further: potency means the concentration at half of the fitted maximal effect; series mostly up to about 76 µM; % of control where 0% means no effect; nearly all actives have a fitted effect of over 35% in size
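Stably transfected U87-MG human glioma cells carrying a GRP78-based luminescent sensor were seeded at 1000 cells/well, pin-dosed with compounds and incubated 16 h. Luciferase reagent was then added, and end-point luminescence was read after 10 min at room temperature.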
LDHA inh – inhibitors of human lactate dehydrogenase A; purified LDHA, NADH/diaphorase-resazurin fluorescence; active compounds read low; activity change, % (values are at about 110 or 230 µM); 480,000 compounds, 0.15% hits; in the data active means activity change below about -30%; inconclusive means mostly about -25% to -30%;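 further: plate controls were DMSO wells for no effect and wells without enzyme for full effect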
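Resorufin fluorescence (ex540/em590), read at 0 and 20 min after diaphorase/resazurin addition, reports the NADH left after a 5 min room-temperature reaction of 2 nM human LDH5 with 0.06 mM NADH and 0.2 mM pyruvate.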
BLM helicase inh – blocks DNA unwinding by human BLM helicase | recombinant BLM DNA unwinding, fluorescence dequenching | Potency, µM (series often up to 56.1 µM), inactives show at the highest dose activity change, negative = inhibition, hits mostly inhibitors | 350,000 compounds, 0.2% hits;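 further: potency means the concentration at half of the fitted maximal effect; plate controls were vehicle for no effect and no enzyme for full effect; nearly all actives have a fitted effect of over 35% in size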
POLB inh – blocks human DNA polymerase beta activity; P06746; Pol beta primer extension/strand displacement, fluorescence kinetic; Potency, µM (series often up to 114 µM), for the others: top-dose activity change, negative = inhibition, actives largely listed as inhibitors; 340,000 compounds, 1.3% hits; AID 485314; further: potency means the concentration at half of the fitted maximal effect; on the % scale 0 is the no-effect control and ±100 the full control effect
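Reaction started by 50 nM substrate onto compound-treated Pol beta (10 nM, 15 min preincubation, room temperature); plates read at 0 min and 10 min. Normalized concentration-effect data fitted by four-parameter Hill equation.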
APE1 inh – blocks human APE1 abasic DNA cleavage | recombinant APE1, TAMRA/BHQ-2 abasic DNA cleavage fluorescence | Potency, µM (titrated, usually from 65.8 µM), for inactives: top-dose activity change, negative = inhibition, hits mostly inhibitors | 350,000 compounds, 0.35% hits;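 further: potency means the concentration at half of the fitted maximal effect; plate controls were vehicle for no effect and reference inhibitor for full effect; nearly all actives have a fitted effect of over 55% in size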
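APE1 at 0.75 nM final was preincubated with compound 15 min at room temperature, then 50 nM double-stranded THF abasic-site substrate (5'-TAMRA/3'-BHQ-2) was added. Fluorescence (ex 525/em 598 nm) was read kinetically; third-minus-first read gave activity.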
Pol iota inh – DNA polymerase iota (human) inhibition; Q9UNA4; Pol iota fluorescent replication assay, 10 min; Potency, µM (series often up to 115 µM), inactives show top-dose activity, negative = inhibition, hits mostly inhibitors; 390,000 compounds, 1% hits; further: potency means the concentration at half of the fitted maximal effect
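Pol iota at 10 nM preincubated 15 min with compounds at room temperature; reaction started with fluorescent substrate, 50 nM final. Fluorescence read kinetically at 0 and 10 min; buffer-only wells as negative control.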
POLH inh – inhibitors of human DNA polymerase eta. Q9Y253. recombinant Pol eta, fluorescent DNA replication assay. 390,000 compounds, 1.2% hits. Potency, µM (titrated, usually from 114 µM), for the others: at the top dose activity change, negative = inhibition, usual class: inhibitors; further: potency means the concentration at half of the fitted maximal effect; on the % scale 0 is the no-effect control and ±100 the full control effect
Target sequence (Q9Y253 whole entry, looked up): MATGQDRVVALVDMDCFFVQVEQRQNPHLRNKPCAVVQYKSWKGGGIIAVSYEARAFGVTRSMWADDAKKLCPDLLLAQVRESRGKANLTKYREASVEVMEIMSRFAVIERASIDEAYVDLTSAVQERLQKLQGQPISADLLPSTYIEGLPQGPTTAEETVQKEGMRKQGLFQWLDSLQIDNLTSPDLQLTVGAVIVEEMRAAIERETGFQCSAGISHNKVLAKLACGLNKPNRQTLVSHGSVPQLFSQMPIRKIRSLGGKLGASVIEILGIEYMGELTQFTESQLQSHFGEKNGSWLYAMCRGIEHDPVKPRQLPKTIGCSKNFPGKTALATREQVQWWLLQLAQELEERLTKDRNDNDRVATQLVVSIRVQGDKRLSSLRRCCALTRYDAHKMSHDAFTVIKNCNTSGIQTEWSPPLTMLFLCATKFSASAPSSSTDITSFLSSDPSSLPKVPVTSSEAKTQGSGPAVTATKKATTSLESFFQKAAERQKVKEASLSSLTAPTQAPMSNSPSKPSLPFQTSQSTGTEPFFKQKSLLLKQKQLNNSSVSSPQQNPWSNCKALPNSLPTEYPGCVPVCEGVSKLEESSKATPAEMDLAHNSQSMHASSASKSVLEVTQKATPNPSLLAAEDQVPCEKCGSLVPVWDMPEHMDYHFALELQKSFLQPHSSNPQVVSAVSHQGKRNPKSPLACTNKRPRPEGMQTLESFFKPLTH
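Pol eta (10 nM) was preincubated with compounds for 15 min at room temperature, after which fluorescent replication substrate (50 nM final) was added to start the reaction. Fluorescence was read kinetically at 0 and 10 min.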
POLK inh – DNA polymerase kappa (human) inhibition; Q9UBT6; purified Pol kappa, fluorescent DNA synthesis assay, 10 min; Potency, µM (series often up to 107 µM), for inactives: at the highest dose activity, negative = inhibition, actives largely listed as inhibitors; 400,000 compounds, 0.53% hits; AID 588579; further: potency means the concentration at half of the fitted maximal effect; on the % scale 0 is the no-effect control and ±100 the full control effect
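Pol kappa 10 nM + cpd, 15 min RT; start w/ substrate 50 nM final; fluorescence kinetic read, 0 and 10 min. Neg ctrl: buffer, no enzyme.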
Active calls of the source: *; u = inconclusive; x = no result given; & = joins results of further samples; [ ] = remark or other dose. Unless noted, the call rests on the fitted dose curve; in most records, active means well fitted curve in the direction sought with a large enough effect; inconclusive means small, poorly fitted or top-dose-only effect, or another doubt; inactive means no such curve, though single readings can be large; an effect the other way counts as inactive or inconclusive. An excerpt, so the mix of outcomes need not match the whole.

SMILES | Anesthetic bind | Glioma ERSR ind | LDHA inh | BLM helicase inh | POLB inh | APE1 inh | Pol iota inh | POLH inh | POLK inh
NS(=O)(=O)c1ccc(N2N=C(c3ccccc3)CC2c2ccc(F)cc2)cc1 (centres undefined) | 518.4%[activator] | 3.8% | -3.1 | -9.6% | -20.5% | -7.6% | 13.5% | -26.9% | -16.9%
O=C(CSc1nnc(-c2ccc(C(F)(F)F)cn2)s1)c1ccccc1 | 2.9% | 1.9% | -8.2 | 1.1% | -18.4% | 2.6% | 35.0%[activator] | -5.6% | -8.1%
Cc1ccc(NC(=O)C(=O)NCC2CCCO2)cc1 (centres undefined) | -1.7% | 0.7% | -9.0 | -7.7% | 0.3% | -6.4% | -29.2% | -8.4% | 1.0%
COc1cc2cc(CCCOC(=O)CCCC(=O)O)oc(=O)c2cc1OC | x | -5.4% | -15.4 | x | x | -4.0% | 19.5% | -7.3% | -3.8%
CCN(CC(=O)NCc1ccc(Cl)cc1)C(=O)C(C)Sc1ccccc1 (centres undefined) | -3.5% | -3.7% | -5.6 | 1.1% | 3.9% | 9.6% | 22.7% | -17.7% | -7.6%
O=Cc1ccccc1OS(=O)(=O)c1ccccc1 | -0.5% | 1.6% | 0.2 | 3.1% | 0.5% | -6.5% | 5.3% | -21.1% | -16.1%
CC1=NN(c2ccccc2)C(=O)C1C(=O)c1cc([N+](=O)[O-])cc([N+](=O)[O-])c1 (centres undefined) | -3.0% | -0.4% | -4.2 | -6.0% | 2.2% | u | 15.8µM* | -4.4% | -4.8%
CC(=O)N1CCCc2cc(S(=O)(=O)N3CCN(c4ccc(F)cc4)CC3)ccc21 | -3.5% | -4.2% | 1.7 | -1.9% | 8.4% | x | 11.2% | -16.8% | -8.5%[60.1 µM]
COc1ccc(Cn2cc(F)c(=O)n(CCC(C)C)c2=O)cc1[N+](=O)[O-] | -10.1% | -0.3% | -5.1 | -3.5% | -0.6% | 8.8% | 9.0% | 1.9% | -5.0%
O=Cc1ccc(-c2ccccc2OC(F)(F)F)o1 | -19.5% | -0.4% | -10.6 | 1.8% | 13.6% | 4.7% | 0.4% | -16.2% | -13.4%
COc1cc(S(=O)(=O)NCc2ccccn2)ccc1Cl | -9.4% | -1.1% | -8.2 | -2.1% | 31.5% | 19.2% | 172.9%[activator] | -7.2% | 1.8%
Nc1cc2nn(-c3ccccc3)nc2cc1Cl | -22.0% | -1.0% | 5.4 | u | u | -7.7% | u | u | -24.2%
CCOC(=O)c1ccc(Oc2c(C)oc3c(CN4CCN(C)CC4)c(O)ccc3c2=O)cc1 | 180.4%[activator] | -0.3% | -0.2 | -3.7% | -1.3% | -4.7% | 0.6% | -7.0% | -16.7%
Cc1ccc(CC(=O)NCc2nc(-c3cccc(C)c3)no2)cc1 | u | -2.0% | 1.0 | -1.6% | 0.3% | x | -3.4% | -17.8% | -6.2%
c1csc(-c2nnc3ccccn23)c1 | -5.5% | -5.9% | -1.5 | -2.2% | 4.7% | -0.7% | -8.9% | -17.0% | -10.0%
NS(=O)(=O)c1ccc(NC(=S)NC2CC2)cc1 | -10.4% | -2.5% | 1.4 | 1.1% | 2.7% | -9.7% | 71.6%[activator] | -11.2% | -12.2%
CC(=O)c1ccc(S(=O)(=O)N2CCN(C(=O)CCC3CCCC3)CC2)cc1 | x | -4.5% | -0.1 | x | x | -19.3% | 10.1% | -5.7% | -13.9%
CCCC(CNC(=O)COC(=O)C1=NNC(=O)CC1)c1ccc(Cl)cc1Cl (centres undefined) | x | -4.7% | -3.0 | x | x | 0.6% | 78.7%[activator] | -22.8% | 2.1%
Cc1cc2ncn(S(=O)(=O)N3CCOCC3)c2cc1C | -7.8% | -2.4% | -15.3 | 0.0% | 0.0% | -2.1% | -2.2% | -12.2% | -7.3%
CCCOc1ccc(Cl)cc1CN1CCOCC1 | -5.6% | -2.7% | -6.5 | 0.5% | 7.2% | 7.3% | 11.2% | -20.3% | -11.0%

Structures above with an aryl methoxy group (3):
SMILES | Anesthetic bind | Glioma ERSR ind | LDHA inh | BLM helicase inh | POLB inh | APE1 inh | Pol iota inh | POLH inh | POLK inh
COc1cc2cc(CCCOC(=O)CCCC(=O)O)oc(=O)c2cc1OC | x | -5.4% | -15.4 | x | x | -4.0% | 19.5% | -7.3% | -3.8%
COc1ccc(Cn2cc(F)c(=O)n(CCC(C)C)c2=O)cc1[N+](=O)[O-] | -10.1% | -0.3% | -5.1 | -3.5% | -0.6% | 8.8% | 9.0% | 1.9% | -5.0%
COc1cc(S(=O)(=O)NCc2ccccn2)ccc1Cl | -9.4% | -1.1% | -8.2 | -2.1% | 31.5% | 19.2% | 172.9%[activator] | -7.2% | 1.8%

Later entries
SMILES | Anesthetic bind | Glioma ERSR ind | LDHA inh | BLM helicase inh | POLB inh | APE1 inh | Pol iota inh | POLH inh | POLK inh
COc1ccc(C(C(=O)NC2CCCC2)N(C(=O)CNC(=O)c2ccco2)c2cccnc2)cc1 (centres undefined) | 1.8% | 10.7% | 1.1 | -3.2% | 23.3% | 16.8%[12.4 µM] | 88.9%[activator] | -13.0% | 9.9%
CCCN1C(=O)C(NC(C)=O)c2cc(OC)ccc21 (centres undefined) | 0.8% | -5.3% | 10.4 | -1.9% | 0.4% | 12.6% | 3.8% | 5.9% | -6.3%
Cc1ccccc1C(=O)N1CCC(C(=O)NCCc2ccc(S(N)(=O)=O)cc2)CC1 | -5.4% | -4.0% | -2.0 | 2.3% | 19.0% | 19.5% | 25.7% | -23.9% | -3.0%
Cc1c(N=Cc2ccc(-c3ccc(Cl)cc3)o2)c(=O)n(-c2ccccc2)n1C | -15.9% | -2.1% | 3.8 | -0.2% | -2.5% | -8.0% | -4.4% | -14.4% | -3.8%
Fc1ccc(Oc2ccc3nnc(C(F)(F)F)n3n2)cc1 | -8.1% | 1.8% | 3.8 | -0.4% | 0.6% | 0.5% | 22.0% | -10.3% | 5.3%
COC(=O)COc1ccc(Oc2nc(SC)nc(N(C)C)n2)nn1 | -6.4% | 1.7% | -2.7 | 1.3% | -1.1% | 1.2% | 10.2% | 4.1% | -2.9%
CCCCCC(=O)Nc1ccccc1N1CCOCC1 | -2.2% | -3.7% | -8.6 | 0.6% | 7.9% | -1.6% | -1.7% | -14.1% | 0.7%
O=C1OCCC1Sc1nc2ccccc2c(=O)n1-c1ccc(F)cc1 (centres undefined) | -3.8% | -5.0% | -7.5 | 1.2% | -23.5% | -4.4% | 87.0%[activator] | 8.9% | -6.6%
COc1ccc(NC2CCCN(C(=O)c3ccc4nccnc4c3)C2)cc1OC (centres undefined) | -13.5% | 1.6% | 15.9 | -0.8% | -7.2% | 21.1% | 25.1% | -8.0% | -2.2%
O=C(NCc1ccccc1F)C1CCCN(C(=O)Nc2ccc(F)cc2)C1 (centres undefined) | -4.5% | -2.9% | -13.9 | -1.2% | 31.9% | 7.2% | 27.8% | 0.4% | -12.9%
COc1cc(NC(=O)c2cc([N+](=O)[O-])ccc2NC(=O)CN2CCN(c3ccccn3)CC2)cc(OC)c1 | -5.3% | -2.1% | -6.7 | -4.8% | 5.2% | -7.3% | -4.7% | -12.8% | -7.6%
O=C1/C(=C/c2ccccc2F)SC(=S)N1CCC(=O)N1CCCCC1CCO (centres undefined) | -14.9% | -3.1% | -3.1 | -2.9% | 3.0% | -5.9% | 27.0% | -14.8% | -24.0%
COc1ccc(/C=N/NC(=O)c2ccc(COc3ccccc3Cl)o2)c(OC)c1C | 6.3% | -2.5% | -5.5 | -1.2% | 2.3% | 7.0% | 14.1% | -5.1% | -3.4%
O=S(=O)(N/N=C1\CC(c2ccccc2)Oc2ccccc21)c1ccccc1 (centres undefined) | u | -1.9% | -4.3 | 1.9% | -25.6% | -4.9% | u | -0.5% | -13.8%
CCN(Cc1ccncc1)C(=O)C(CO)c1ccccc1 (centres undefined) | -4.5% | -2.3%&-0.2%&-6.2%&-4.2% | -4.7 | -3.1%&3.4%&-8.9% | 18.1%[57.1 µM] | -2.3%&-8.0%&-1.2%&-0.4% | 1.6%[58.9 µM] | -2.1%[57.1 µM] | 4.5%[60.1 µM]
CC(=O)c1nn(-c2cccc(Br)c2)cc1C(=O)c1ccco1 | 2.9% | -5.5% | -6.1 | 4.8% | 22.5% | 15.4% | 13.9% | -6.5% | -6.5%
COc1ccccc1C(=O)N/C(=C\c1ccc2c(c1)OCO2)C(=O)NCCc1nc2ccccc2[nH]1 | -14.9% | -4.7% | -3.2 | 2.4% | -0.3% | -3.2% | 0.8% | -18.2% | 1.4%
O=C(Cn1c(=O)cnc2ccccc21)Nc1ccccc1N1CCOCC1 | -4.4% | -3.4% | 1.1 | 0.5% | 28.6% | -7.2% | 18.5% | -3.4% | -16.1%
CCOC(=O)C1CCCN(c2c(NCCc3ccc(C)cc3)c(=O)c2=O)C1 (centres undefined) | -1.0% | -4.8% | -7.1 | 0.2% | -17.5% | 0.9% | 12.1% | 1.0% | -9.3%
CCOc1ccc(NC(=O)C2CCN(c3nc4ccccc4[nH]3)CC2)cc1 | -20.1% | -3.6% | 4.3 | -0.5% | 12.5% | x | -1.5% | -16.1% | -3.8%[60.1 µM]
CCOC(=O)c1[nH]ncc1[C@@H]1C[C@H]2CN(Cc3cccc(Cl)c3)C(=O)[C@]23CCCN13 | -4.7% | -0.8% | -1.2 | 1.5% | 0.1% | -3.8% | 16.2% | 6.5% | 5.4%
COc1ccc(NC(=O)COC(=O)c2ccc3c(c2)OCO3)c(OC)c1 | x | -4.5% | -3.6 | x | x | 8.2% | 61.1%[activator] | u | -17.6%
CSCCC(NS(=O)(=O)c1ccc(C)c(C(=O)O)c1)C(=O)O (centres undefined) | 2.1% | -4.2% | -1.4 | -6.8% | 25.1µM* | -1.8% | -22.2% | u | -14.6%
N/C(=N\OC(=O)c1ccc([N+](=O)[O-])cc1)c1ccc(Br)cc1 | -3.1% | 1.7% | 1.1 | -3.3% | 14.1% | 11.4% | -20.8% | -9.2% | 5.3%
Cc1sc2c(c1C)c(=O)n(-c1cccc(C(F)(F)F)c1)c(=O)n2CC(=O)NCc1ccco1 | -8.9% | -6.1% | -4.6 | -1.5% | 10.8% | -0.5% | 21.7% | 4.0% | 5.5%

Source: PubChem BioAssay (National Center for Advancing Translational Sciences (NCATS))
